CR mimetic SO: yeast age-related superoxide inhibition as caloric restriction mimetic | S. cerevisiae aged cells, superoxide DHE fluorescence; active compounds read low | superoxide response (% of plate mean), % at 10 µM | 330,000 tested, 0.18% active;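 active = superoxide response under a set limit, about three screen SD below normal, cut at about 65% in these data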;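 note: yeast aged for seven days with compound at 30 °C before DHE staining; 100% = average MFI of all compound-treated wells on the plate with controls excluded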
RPL19A TOR yeast: modulators of TOR pathway RPL19A-GFP in S. cerevisiae | S. cerevisiae RPL19A-GFP strain, flow cytometry, 3 h; active compounds read low | percent response vs DMSO, % at 10 µM | 330,000 tested, 0.3% active;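 active = percent response vs DMSO below 50%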;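 note: median channel GFP fluorescence of the barcoded RPL19A-GFP strain; ratio of sample median GFP to plate DMSO average so 100% = DMSO; lower means less RPL19A-GFP as with rapamycin TOR inhibition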
AHR act: activates the human aryl hydrocarbon receptor | activation, % at 5 µM | P35869 | AID 2796 | 320,000 tested, 2.5% active | AHR-responsive luciferase reporter cells, luminescence; in the data active = activation above about 47%;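 note: 0% = vehicle wells and 100% = reference agonist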
Target sequence (P35869 whole entry, looked up): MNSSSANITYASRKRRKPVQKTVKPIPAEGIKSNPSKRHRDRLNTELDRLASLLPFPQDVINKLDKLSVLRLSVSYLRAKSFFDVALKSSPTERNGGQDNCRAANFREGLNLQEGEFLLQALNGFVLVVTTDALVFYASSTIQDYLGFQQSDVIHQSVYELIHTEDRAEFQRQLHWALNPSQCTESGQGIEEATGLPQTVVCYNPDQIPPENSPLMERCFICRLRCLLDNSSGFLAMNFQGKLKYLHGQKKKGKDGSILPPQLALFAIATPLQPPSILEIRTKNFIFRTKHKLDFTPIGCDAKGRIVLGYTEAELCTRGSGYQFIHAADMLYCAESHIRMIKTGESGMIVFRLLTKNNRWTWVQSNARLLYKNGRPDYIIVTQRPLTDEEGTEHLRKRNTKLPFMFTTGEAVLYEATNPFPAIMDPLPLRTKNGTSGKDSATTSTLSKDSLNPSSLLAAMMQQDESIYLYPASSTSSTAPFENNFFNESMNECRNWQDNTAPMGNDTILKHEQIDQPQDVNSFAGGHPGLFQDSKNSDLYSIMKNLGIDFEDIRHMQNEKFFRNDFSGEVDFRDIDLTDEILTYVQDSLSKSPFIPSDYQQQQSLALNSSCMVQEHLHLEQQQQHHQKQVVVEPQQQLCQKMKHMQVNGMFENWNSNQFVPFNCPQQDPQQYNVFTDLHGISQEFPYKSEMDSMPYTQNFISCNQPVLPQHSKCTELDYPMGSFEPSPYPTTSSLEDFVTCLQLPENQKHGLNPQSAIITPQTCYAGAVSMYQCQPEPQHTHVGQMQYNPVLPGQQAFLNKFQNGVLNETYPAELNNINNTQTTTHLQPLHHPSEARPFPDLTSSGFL
AGP1-GFP MLPCN: yeast TOR pathway AGP1-GFP modulation; S. cerevisiae AGP1-GFP multiplex flow cytometry, 3 h; GFP as percent of DMSO wells; GFP response vs DMSO, % at 10 µM; 320,000 tested, 0.02% active;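 active = GFP response relative to DMSO above a set limit, near screen average plus 3 SD, cut at about 150% in these data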;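 note: median GFP channel fluorescence of the gated AGP1 strain per well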
Efflux pump inh: inhibitors of Candida antifungal efflux pumps expressed in yeast | S. cerevisiae Candida pump triplex, Nile Red efflux | inhibition, % at 10 µM | 330,000 tested, 0.44% active;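 active = plate passing quality check with inhibition over a set limit, or well fluorescence over plate mean plus 4 SD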;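 note: Nile Red retained in pooled yeast measured as flow cytometry median fluorescence; 0% = buffer negative control and 100% = Enniatin B positive control; higher means more Nile Red kept so more efflux inhibition; some compounds called inactive have numbers as strong as hits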
MEP2-GFP yeast: yeast TOR pathway MEP2-GFP modulation. S. cerevisiae MEP2-GFP strain, flow cytometry GFP, 3 h; 100% = DMSO control level. GFP response vs DMSO, % at 10 µM. 330,000 tested, 0.51% active. AID 2016;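 active = GFP response versus DMSO above a set limit, roughly screen mean plus 3 SD, cut at about 180% in these data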;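 note: median GFP fluorescence of the barcode-gated MEP2-GFP cells per well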
LAP4-GFP MLPCN: alters LAP4-GFP fluorescence in TOR pathway yeast screen; GFP response vs DMSO, % at 10 µM; 320,000 tested, 0.34% active; S. cerevisiae LAP4-GFP multiplex, flow cytometry GFP, 3 h; median GFP as percent of DMSO wells;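 active = GFP response vs DMSO above a set limit, about the screen mean plus 3 SD, cut at about 150% in these data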
CIT2 TOR yeast: yeast TOR pathway CIT2-GFP modulation; S. cerevisiae CIT2-GFP strain, flow cytometry, 3 h; 100 means same as DMSO wells; GFP response vs DMSO, % at 10 µM; 320,000 tested, 0.065% active; AID 2029;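 active = GFP response relative to DMSO above a set limit, near the screen mean plus 3 SD, cut at about 150% in these data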;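 note: ratio of well median GFP fluorescence to mean of DMSO wells on the plate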
* hit, by the source's call; . = no result given. Compounds were not picked by outcome. About 3.9% of those tested had a hit in this group.

SMILES | CR mimetic SO | RPL19A TOR yeast | AHR act | AGP1-GFP MLPCN | Efflux pump inh | MEP2-GFP yeast | LAP4-GFP MLPCN | CIT2 TOR yeast
Cc1cccc(OCCn2c(-c3ccco3)nc3ccccc32)c1 | 100 | 86 | 12 | 79 | 0.1 | 91 | 110 | 81
COc1ccccc1/C=C/C(=O)NCC(=O)N/N=C/c1cc(Br)ccc1OC | 100 | 94 | 45 | 97 | 0.0 | 100 | 92 | 103
CC1C(=O)OC2C1CCC1(C)CCC(=O)C(C)C21 (configuration not stated) | 108 | 103 | 2 | 96 | -0.2 | 110 | 101 | 97
O=C(O)/C=C/c1ccc(S(=O)(=O)N2CCCCCC2)cc1 | 113 | 97 | -3 | 98 | 0.1 | 97 | 104 | 96
CCCC1CCC(c2ccc(/C(N)=N/O)cc2)CC1 (configuration not stated) | 111 | 101 | -4 | 115 | 0.2 | 109 | 115 | 115
Cc1cc2ncc(C(=O)Nc3ccsc3C(=O)O)c(C)n2n1 | 96 | 105 | 3 | 104 | -0.1 | 110 | 100 | 106
Cc1ccc2c(cnn2C(=O)CCC(=O)NCc2ccccc2Cl)c1 | 108 | 110 | 0 | 111 | -0.1 | 97 | 105 | 100
CCCCNC(=O)c1cn(CC)c2cc(N3CCN(C(=O)c4ccco4)CC3)c(F)cc2c1=O | 116 | 96 | 3 | 92 | -0.1 | 107 | 97 | 97
CCOc1nc(NC(C)C)nc(NC(C)C)n1 | 98 | 99 | 2 | 101 | 0.0 | 103 | 97 | 101
Cc1ccc(C)c(NS(=O)(=O)c2ccc(OCC(=O)NCC3CCCO3)cc2)c1 (configuration not stated) | 100 | 98 | 2 | 92 | 0.2 | 103 | 95 | 93
COc1cc(C2C(C(=O)c3ccc(C)o3)=C(O)C(=O)N2c2cc(C)on2)cc(OC)c1OC (configuration not stated) | 83 | 92 | 2 | 99 | 0.0 | 95 | 85 | 90
CCCn1cc(S(=O)(=O)c2ccccc2)c(=O)c2cc(F)c(N3CCN(C)CC3)cc21 | 97 | 93 | 2 | 102 | 0.0 | 92 | 94 | 95
CN1CCCc2cc3c(C(F)(F)F)cc(=O)oc3nc21 | 95 | 89 | 0 | 86 | -0.1 | 95 | 94 | 90
C=CCN(Cc1ccc(Cl)s1)C(=O)c1cc(S(=O)(=O)N2CCOCC2)ccc1F | 91 | 95 | 3 | 96 | 0.0 | 95 | 95 | 98
COc1ccc(-c2cc(C(=O)NC3CCCC3)c3ccccc3n2)cc1OC | 103 | 99 | 12 | 97 | 0.0 | 98 | 97 | 92
CN(C)S(=O)(=O)c1ccc(C(=O)Nc2ccc(OCC(=O)N3CCOCC3)cc2)cc1 | 104 | 99 | 0 | 100 | 0.1 | 101 | 98 | 94
O=C(c1sc2cc([N+](=O)[O-])ccc2c1Cl)N1CCCCC1 | 93 | 107 | 1 | 98 | 0.1 | 106 | 97 | 107
CCC(C)NC(=O)Cn1ccc2cc(S(=O)(=O)N3CCCCCC3)ccc21 (configuration not stated) | 87 | 104 | 1 | 102 | -0.4 | 112 | 98 | 106
COc1ccccc1C1=NOC(Cn2c(NCCOCCO)nc3c2c(=O)n(C)c(=O)n3C)C1 (configuration not stated) | 82 | 100 | 0 | 116 | 0.0 | 100 | 114 | 103
O=C(CNC(=O)c1ccc(Br)o1)NCCc1ccc(F)cc1 | 104 | 95 | 7 | 102 | 0.1 | 111 | 98 | 115
COCCOc1cc(NC(=O)CS(=O)CC(=O)N(C)C)c(Cl)cc1Cl (configuration not stated) | 107 | 98 | 2 | 100 | 0.4 | 103 | 97 | 95
O=C(Nc1cccc(F)c1)NC1CCN(Cc2ccccc2)CC1 | 95 | 112 | 0 | 106 | -0.2 | 108 | 100 | 118
Cn1c(C(=O)OC(C(=O)NC(C)(C)C)c2cccnc2)cc2sccc21 (configuration not stated) | 97 | 94 | 2 | 101 | -0.2 | 100 | 101 | 101
CC1Cc2nc(SCC(=O)NCc3ccccc3)n(Cc3ccccc3)c(=O)c2S1 (configuration not stated) | 100 | 101 | 2 | 107 | 0.0 | 98 | 115 | 119
CC(/C=N/N1CCN(c2ccccc2)CC1)=C\c1ccco1 | 93 | 106 | 1 | 102 | 0.0 | 108 | 120 | 100

Some of these compounds in order of SMILES length, smallest number first.
SMILES | CR mimetic SO | RPL19A TOR yeast | AHR act | AGP1-GFP MLPCN | Efflux pump inh | MEP2-GFP yeast | LAP4-GFP MLPCN | CIT2 TOR yeast
CCOc1nc(NC(C)C)nc(NC(C)C)n1 | 98 | 99 | 2 | 101 | 0.0 | 103 | 97 | 101
O=C(Nc1cccc(F)c1)NC1CCN(Cc2ccccc2)CC1 | 95 | 112 | 0 | 106 | -0.2 | 108 | 100 | 118
COc1ccc(-c2cc(C(=O)NC3CCCC3)c3ccccc3n2)cc1OC | 103 | 99 | 12 | 97 | 0.0 | 98 | 97 | 92
CC1Cc2nc(SCC(=O)NCc3ccccc3)n(Cc3ccccc3)c(=O)c2S1 (configuration not stated) | 100 | 101 | 2 | 107 | 0.0 | 98 | 115 | 119
COc1ccccc1C1=NOC(Cn2c(NCCOCCO)nc3c2c(=O)n(C)c(=O)n3C)C1 (configuration not stated) | 82 | 100 | 0 | 116 | 0.0 | 100 | 114 | 103
CCCn1cc(S(=O)(=O)c2ccccc2)c(=O)c2cc(F)c(N3CCN(C)CC3)cc21 | 97 | 93 | 2 | 102 | 0.0 | 92 | 94 | 95
CCCCNC(=O)c1cn(CC)c2cc(N3CCN(C(=O)c4ccco4)CC3)c(F)cc2c1=O | 116 | 96 | 3 | 92 | -0.1 | 107 | 97 | 97

Returning to the listing with the two entries that preceded the break.
SMILES | CR mimetic SO | RPL19A TOR yeast | AHR act | AGP1-GFP MLPCN | Efflux pump inh | MEP2-GFP yeast | LAP4-GFP MLPCN | CIT2 TOR yeast
CC1Cc2nc(SCC(=O)NCc3ccccc3)n(Cc3ccccc3)c(=O)c2S1 (configuration not stated) | 100 | 101 | 2 | 107 | 0.0 | 98 | 115 | 119
CC(/C=N/N1CCN(c2ccccc2)CC1)=C\c1ccco1 | 93 | 106 | 1 | 102 | 0.0 | 108 | 120 | 100
Cc1ccc(CN2CCN(CC(=O)NCCCN3CCN(c4ccc(F)cc4)CC3)C2=O)cc1 | 124 | . | -6 | 88 | 0.1 | 94 | 95 | 102
COc1nc(-c2ccccc2)ccc1-c1noc(C)n1 | 98 | 95 | 14 | 90 | -0.1 | 90 | 102 | 83
COc1cccc(-c2nc3n(n2)C(c2cccs2)C(C(=O)Nc2cccnc2)=C(C)N3)c1 (configuration not stated) | 102 | 108 | 3 | 110 | 0.2 | 111 | 106 | 99
CCN(CC1CCCO1)C(=O)c1cc(COc2ccc(OC)cc2Cl)on1 (configuration not stated) | 88 | 90 | 5 | 95 | -0.1 | 94 | 101 | 94
COc1ccc(/C=C2\SC(=O)NC2=S)cc1OC | 96 | 96 | -1 | 84 | 0.0 | 93 | 90 | 86
O=C(N/N=C/c1ccc(OC2CSC2)cc1)c1ccc(CN2CCOCC2)cc1 | 99 | 96 | 0 | 95 | 0.0 | 90 | 101 | 97
CCC(=O)Nc1sc2c(c1C(=O)N(C)C)CCCCC2 | 98 | 94 | 1 | 95 | -0.1 | 118 | 106 | 88
COc1ccc(N(C)S(=O)(=O)c2ccc3c(c2)CCC(=O)N3)cc1 | 111 | 99 | 2 | 97 | 0.2 | 102 | 102 | 95
COc1ccc(CCN2C(=O)CN(Cc3ccccc3)CC2=O)cc1OC | 100 | 99 | -3 | 98 | 0.0 | 103 | 89 | 102
COC(=O)C1=CO[C@@H](O[C@@H]2O[C@H](CO)[C@@H](O)[C@H](O)[C@H]2O)C2C(CO)=CCC12 (some centres not stated) | 110 | 106 | -3 | 120 | -0.2 | 108 | 119 | 110
Cc1ccc(-n2ncc(C#N)c2/N=C/N2CCN(C)CC2)cc1 | 100 | 98 | 12 | 102 | -0.1 | 99 | 99 | 99
COc1ccc(CC(=O)OCC(=O)Nc2ccc3c(c2)OCCO3)cc1OC | 88 | 111 | -3 | 109 | -0.3 | 129 | 104 | 113
O=C1c2ccccc2NC(c2ccc(Br)s2)N1O (configuration not stated) | 110 | 102 | 80* | 118 | 0.0 | 103 | 116 | 98
Cc1cc(C(=O)N/N=C/c2ccc[nH]2)no1 | 94 | 102 | 5 | 102 | -0.1 | 103 | 98 | 102
COc1ccc(N=Cc2cc(Cl)ccc2O)cc1Cl | 95 | 103 | 2 | 106 | -0.1 | 95 | 92 | 101
CCOC(=O)N1CCC(N2Cc3cccc(C(=O)Nc4ccc(F)cc4)c3C2=O)CC1 | 99 | 100 | -4 | 101 | -0.2 | 103 | 100 | 109
COc1ccc2nc(NC(=O)[C@@H]3CCCN3C(=O)c3cccs3)sc2c1 | 112 | 99 | 23 | 94 | 0.0 | 93 | 92 | 95
COc1cc(NC(=O)c2ccccc2)c(OC)cc1NC(=O)CN1CCCCC1 | 100 | 102 | 83* | 103 | 0.0 | 105 | 96 | 107
c1ccc(N2CCN(c3nnc(Cc4cccnc4)c4ccccc34)CC2)nc1 | 88 | 98 | 25 | 100 | -0.2 | 103 | 97 | 105
COc1ccc(OC)c(-n2c(-c3cccc(C)c3)n[nH]c2=S)c1 | 96 | 100 | 3 | 100 | 0.1 | 95 | 99 | 94
Cc1nc2c(C(=O)Nc3ccc(N4CCCC(O)C4)cc3)snc2c(=O)[nH]1 (configuration not stated) | 98 | 107 | 5 | 93 | 0.1 | 106 | 103 | 105
COc1ccc(OC)c(CC(=O)Nc2ccc3c(c2)CCC3)c1 | 94 | 110 | 12 | 105 | 0.0 | 112 | 106 | 94
CC(=O)NC(CC(=O)NC12CC3CC(CC(C3)C1)C2)c1ccccc1 (configuration not stated) | 104 | 101 | 3 | 96 | -0.1 | 105 | 92 | 98
Cc1cc(C(=O)OCC(=O)Nc2cccc(S(N)(=O)=O)c2)c2ccccc2n1 | 114 | 99 | 1 | 104 | 0.0 | 96 | 99 | 103
O=C(CCN1CCC(c2ccccc2)C1)c1cccs1 (configuration not stated) | 103 | 101 | 1 | 109 | 0.0 | 105 | 101 | 102
CCCC1CCC(=NNC(=O)OC(C)(C)C)CC1 (configuration not stated) | 101 | 107 | 11 | 101 | 0.0 | 103 | 88 | 104
C/C(=N\O)c1c(O)cc(-c2ccccc2)n(-c2ccccc2)c1=O | 110 | 102 | -1 | 109 | 0.1 | 103 | 119 | 99
CC1=C(C(=O)N(C)C)C(c2ccc(Cl)c(Cl)c2)NC(=O)N1 (configuration not stated) | 101 | 99 | 3 | 101 | 0.1 | 98 | 104 | 90
O=S(=O)(NCc1cccnc1)c1ccc(Cl)cc1 | 108 | 106 | 1 | 95 | -0.1 | 106 | 89 | 100
Cc1ccc(Sc2cnc3ccccc3n2)cc1 | 107 | 88 | -1 | 90 | 0.0 | 94 | 93 | 91
